Bioassay records from PubChem BioAssay.
NOD2 RIPK2 PPI: inhibitors of human NOD2-RIPK2 interaction; CHO BLA complementation NOD2-RIPK2, CCF4 ratio; inhibition, % at 4.98 µM; 360,000 compounds, 0.38% hits; in the data active = inhibition above about 21%;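 also: 0% = vehicle only and 100% = reference blocker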
NCOA2 inhibitor: human SRC2 (NCOA2) inhibition; Q15596; HEK293 GAL4-SRC2 luciferase reporter, luminescence; inhibition, % at 9 µM; 370,000 compounds, 0.17% hits; AID 651957;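 active = inhibition above the mean inhibition of all tested compounds plus 3 SD, set per campaign, cut at about 52% in these data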;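 also: 0% = DMSO treated cells and 100% = cells given Gossypol at 36 µM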
Target sequence (Q15596 whole entry, looked up, the tested form may be a part): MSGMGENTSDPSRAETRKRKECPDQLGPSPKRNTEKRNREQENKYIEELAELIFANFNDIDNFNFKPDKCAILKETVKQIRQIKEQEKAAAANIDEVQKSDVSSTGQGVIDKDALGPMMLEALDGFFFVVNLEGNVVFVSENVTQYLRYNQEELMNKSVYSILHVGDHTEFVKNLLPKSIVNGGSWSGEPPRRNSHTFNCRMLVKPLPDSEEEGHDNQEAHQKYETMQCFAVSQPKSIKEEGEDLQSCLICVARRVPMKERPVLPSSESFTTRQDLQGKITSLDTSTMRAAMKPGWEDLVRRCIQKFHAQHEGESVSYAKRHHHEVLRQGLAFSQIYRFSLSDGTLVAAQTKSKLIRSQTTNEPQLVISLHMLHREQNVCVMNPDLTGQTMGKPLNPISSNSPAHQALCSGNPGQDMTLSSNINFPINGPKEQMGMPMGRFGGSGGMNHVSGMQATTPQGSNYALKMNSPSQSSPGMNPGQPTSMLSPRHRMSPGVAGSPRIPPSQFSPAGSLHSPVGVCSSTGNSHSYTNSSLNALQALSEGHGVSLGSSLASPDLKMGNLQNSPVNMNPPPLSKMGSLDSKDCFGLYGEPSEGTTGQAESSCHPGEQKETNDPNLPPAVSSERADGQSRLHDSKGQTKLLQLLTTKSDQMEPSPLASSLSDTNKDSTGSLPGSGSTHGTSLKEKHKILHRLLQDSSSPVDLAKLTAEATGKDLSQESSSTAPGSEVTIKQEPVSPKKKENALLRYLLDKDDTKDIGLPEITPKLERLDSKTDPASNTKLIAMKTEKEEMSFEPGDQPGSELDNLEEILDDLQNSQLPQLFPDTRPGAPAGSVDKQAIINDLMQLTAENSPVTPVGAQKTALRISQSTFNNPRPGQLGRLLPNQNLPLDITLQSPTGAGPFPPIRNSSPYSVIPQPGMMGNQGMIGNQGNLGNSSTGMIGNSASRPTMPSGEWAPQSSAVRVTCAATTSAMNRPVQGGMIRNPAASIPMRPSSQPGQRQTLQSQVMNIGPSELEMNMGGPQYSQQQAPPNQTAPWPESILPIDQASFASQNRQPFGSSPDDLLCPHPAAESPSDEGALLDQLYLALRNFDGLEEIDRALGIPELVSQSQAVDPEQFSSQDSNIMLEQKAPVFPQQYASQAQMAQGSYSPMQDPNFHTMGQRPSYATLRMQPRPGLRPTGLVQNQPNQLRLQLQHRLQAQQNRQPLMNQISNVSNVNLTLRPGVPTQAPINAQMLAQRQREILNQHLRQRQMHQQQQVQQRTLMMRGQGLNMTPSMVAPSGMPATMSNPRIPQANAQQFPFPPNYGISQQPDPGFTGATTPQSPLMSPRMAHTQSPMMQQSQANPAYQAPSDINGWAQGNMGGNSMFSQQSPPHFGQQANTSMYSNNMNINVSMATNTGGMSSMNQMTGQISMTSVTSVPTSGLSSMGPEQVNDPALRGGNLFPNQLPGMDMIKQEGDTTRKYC
NR5A2 inv ag: inverse agonists of human LRH-1 (NR5A2) | AID 602396 | inhibition, % at 3.6 µM | HEK293T StAR-luciferase reporter, LRH-1 transfected, 24 h | O00482 | 360,000 compounds, 0.13% hits;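 active = inhibition above the mean inhibition of all tested compounds plus 3 SD, cut at about 73% in these data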;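 also: 0% = DMSO wells and 100% = reporter-only cells lacking LRH-1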
NCOA1 inh: inhibitors of human steroid receptor coactivator 1 (SRC1). AID 588354. inhibition, % at 3.6 µM. HEK293 GAL4-SRC1 luciferase reporter, luminescence. Q15788. 360,000 compounds, 0.12% hits;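 active = inhibition above the campaign mean plus 3 SD, with each screening campaign given its own cutoff, cut at about 60% in these data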;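 also: 0% = DMSO treated cells and 100% = gossypol at 36 µM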
Exocytosis inh: lytic granule exocytosis inhibition. TALL-104 LAMP-1 surface exposure, flow cytometry; cells stimulated with thapsigargin and PMA. inhibition, % at 10 µM. 360,000 compounds, 0.66% hits. AID 651702;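 active = inhibition above about 55%, limit read from the data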
TROY NFkB inh: blocks TROY-dependent signaling in reporter cells. Q293 LMP1-TROYcd NF-kB luciferase reporter, 4 h. inhibition, % at 10 µM. 360,000 compounds, 0.98% hits;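 active = compounds whose plate-normalised and pattern-corrected inhibition of the luciferase reporter signal at the single screening dose is 50% or more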
TWEAK-Fn14 inh: inhibitors of TWEAK-Fn14 interaction signaling; TWEAK-stimulated Fn14 reporter cells, luciferase luminescence, 8 h; inhibition, % at 10 µM; 360,000 compounds, 2% hits; AID 1159606; in the data active = inhibition above about 50%
ABHD5-PLIN5 inh: inhibitors of human ABHD5-perilipin-5 interaction; Q00G26+Q8WTS1; Split G. princeps luciferase complementation, luminescence, 4 h; 360,000 compounds, 0.78% hits; inhibition, % at 4 µM;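 active = inhibition above the mean inhibition across every tested compound plus 3 SD, cut at about 22% in these data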;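 also: 0% = DMSO only wells and the 100% control is not disclosed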
TLR9-MyD88 block: TLR9-MyD88 interaction inhibition. Q9NR96+Q99836. CHO BLA complementation TLR9-MyD88, CCF4 FRET ratio. inhibition, % at 4.98 µM. 340,000 compounds, 0.21% hits;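 active = inhibition above the mean over all tested compounds plus 3 SD, cut at about 21% in these data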;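 also: 0% = DMSO only wells and 100% = clavulanate BLA inhibitor control wells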
COUP-TFII inh: inhibitors of human COUP-TFII (NR2F2); HEK293T NGFI-A luciferase reporter, luminescence; 370,000 compounds, 0.7% hits; inhibition, % at 8.6 µM; AID 686940;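 active = inhibition above a per-plate cutoff, mean inhibition of test wells between control levels plus 3 SD, cut at about 38% in these data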;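 also: cells cotransfected with COUP-TFII expression vector driving the NGFI-A reporter; 0% = median of COUP-TF2 test wells and 100% = reporter-only cells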
SRC3 inh: inhibitors of human steroid receptor coactivator 3 (SRC3); Q9Y6Q9; HEK293 GAL4-SRC3 luciferase reporter, luminescence; inhibition, % at 3.6 µM; 360,000 compounds, 0.17% hits;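 active = inhibition above a per-campaign cutoff, the mean of all compounds plus 3 SD, cut at about 60% in these data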;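 also: 0% = DMSO-treated cells and 100% = gossypol-treated cells at 36 µM; higher means less SRC3-driven luciferase light from the GAL4 reporter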
The depositor's hits bear a star; / = no result given.

SMILES	NOD2 RIPK2 PPI	NCOA2 inhibitor	NR5A2 inv ag	NCOA1 inh	Exocytosis inh	TROY NFkB inh	TWEAK-Fn14 inh	ABHD5-PLIN5 inh	TLR9-MyD88 block	COUP-TFII inh	SRC3 inh
CC(=O)N/C(=C\c1ccccc1)C(=O)OCC(=O)Nc1cc(S(=O)(=O)N(C)C)ccc1C	2	4	-3	-110	-4	-14	-9	5	-6	0	-6
C=CCc1ccc(OCCCCNC2CCCC2)c(OC)c1	-6	9	-4	-13	-2	8	7	-3	-7	-13	-2
CSc1ccc(Cl)c(C(=O)OCC(=O)N2CCN(c3ccccc3)CC2)c1	9	-9	5	-11	-6	-9	-5	0	5	8	10
Cc1csc2c(N3CCN(C(=O)NC(C)(C)C)CC3)ncnc12	-16	-32	-20	20	7	-1	-2	5	-4	12	23
CN(C)C(CNC(=O)c1cccc(S(=O)(=O)N2CCN(c3ccccc3)CC2)c1)c1ccccc1 (stereo not given)	7	-5	-4	-32	6	-5	24	-4	-1	7	6
Cc1c(CN2CCC(CO)(Cc3cccc(C(F)(F)F)c3)CC2)c2ccccc2n1C	-4	-9	-9	-14	23	19	8	28*	-8	-1	3
CCc1ccc(OC(=O)c2cncc(Br)c2)cc1	-7	10	7	10	-3	9	14	-6	0	-7	17
COc1ccc2c3c(cccc13)OCC2=O	3	10	-24	-8	-7	-49	3	2	1	-9	6
COC(=O)c1ccc(NC(=S)N2CCN(C(=O)c3ccco3)CC2)cc1	-63	-1	-8	-6	-3	10	4	-1	0	-10	6
COc1ccc(NC(=O)C2CC2)cc1S(=O)(=O)N1CCOCC1	-10	11	-1	-12	-3	-3	5	1	-5	-5	-1
COc1ccccc1CNC(=O)CN1C(=O)COc2ccc(S(=O)(=O)NC3CCCC3)cc21	0	-24	13	0	-1	2	-1	0	3	-1	15
COc1ccc(CCN(C)C2CCCN(C(=O)CCC(F)(F)F)C2)cc1OC (stereo not given)	-15	-3	26	-2	-8	4	-17	5	5	1	4
CCOC(=O)c1ccccc1NC(=O)[C@@H]1CCCN1C(=O)OC(C)(C)C	-3	-16	8	-8	1	-10	20	-1	-9	3	0
CC(C)Cc1nnc(NS(C)(=O)=O)s1	-3	-17	-1	-3	0	1	3	0	-8	0	20
Cc1ccc2c(c1)C1CN(C)CCC1N2C(=O)COc1ccc(N(C)C(=O)C(C)(C)C)cc1 (stereo not given)	17	24	-1	-1	12	4	0	8	1	2	-8
CCOc1ccc(NC(=S)N(C)C)cc1	-4	-8	5	4	-4	4	-9	-1	-5	-13	5
COc1ccccc1N1CCN(C2CCCN(Cc3cc(F)cc(F)c3)C2)CC1 (stereo not given)	0	0	11	15	13	-6	-8	-1	4	2	-3
CSc1ccccc1C(=O)Nc1ccc(C)cc1C	-5	-19	15	-8	5	-15	0	-2	-3	12	11
Cc1ccc(CCNC(=O)c2ccc(NC3=NC4CS(=O)(=O)CC4S3)cc2)cc1 (stereo not given)	-1	3	-19	-27	-7	-3	-10	11	-3	1	-62
CCc1ccc(CN2CCC(C(=O)Nc3ccc(-n4nc(C)cc4C)cc3)CC2)o1	-1	6	-29	-7	5	24	6	-2	-4	1	8

Two neighbouring compounds already listed:
SMILES	NOD2 RIPK2 PPI	NCOA2 inhibitor	NR5A2 inv ag	NCOA1 inh	Exocytosis inh	TROY NFkB inh	TWEAK-Fn14 inh	ABHD5-PLIN5 inh	TLR9-MyD88 block	COUP-TFII inh	SRC3 inh
Cc1ccc(CCNC(=O)c2ccc(NC3=NC4CS(=O)(=O)CC4S3)cc2)cc1 (stereo not given)	-1	3	-19	-27	-7	-3	-10	11	-3	1	-62
CCc1ccc(CN2CCC(C(=O)Nc3ccc(-n4nc(C)cc4C)cc3)CC2)o1	-1	6	-29	-7	5	24	6	-2	-4	1	8

Reprinted at random: two entries already listed.
SMILES	NOD2 RIPK2 PPI	NCOA2 inhibitor	NR5A2 inv ag	NCOA1 inh	Exocytosis inh	TROY NFkB inh	TWEAK-Fn14 inh	ABHD5-PLIN5 inh	TLR9-MyD88 block	COUP-TFII inh	SRC3 inh
CCOC(=O)c1ccccc1NC(=O)[C@@H]1CCCN1C(=O)OC(C)(C)C	-3	-16	8	-8	1	-10	20	-1	-9	3	0
CSc1ccc(Cl)c(C(=O)OCC(=O)N2CCN(c3ccccc3)CC2)c1	9	-9	5	-11	-6	-9	-5	0	5	8	10

The list continues.
SMILES	NOD2 RIPK2 PPI	NCOA2 inhibitor	NR5A2 inv ag	NCOA1 inh	Exocytosis inh	TROY NFkB inh	TWEAK-Fn14 inh	ABHD5-PLIN5 inh	TLR9-MyD88 block	COUP-TFII inh	SRC3 inh
O=C(NCC1CCCO1)c1ccc(C(=O)NCC2CCCO2)cc1 (stereo not given)	-5	7	-18	23	11	16	-4	2	-9	2	26
COc1ccc(NS(=O)(=O)c2ccc3oc(Nc4ccc5c(c4)OCCO5)nc3c2)cc1	1	-52	-41	-17	-10	28	11	-4	6	-41	-16
COc1ccc(O)c(C(=O)C2c3ccccc3C(=O)N2c2ccc(C)cc2)c1 (stereo not given)	-7	-13	1	-23	0	-35	4	-7	-20	-8	-7
O=C(CCS(=O)(=O)c1ccccc1)NCc1ccccc1	5	-24	13	-6	-3	-6	-15	-3	5	7	0
O=C(COc1ccccc1)Nc1ccc(Cl)cn1	-8	-19	-83	-42	-3	-42	-15	0	-6	-41	-23
Oc1ccccc1-c1n[nH]c(-c2ccccc2O)n1	-7	-23	-16	-57	-2	-2	77*	1	-12	-29	-42
COc1ccccc1C1CCN(Cc2ccccc2)CC1	-8	7	-5	-10	-5	10	-1	-12	-2	5	14
CCOc1ccc(N2C(=O)c3ccc(C(=O)OCc4c(C)noc4C)cc3C2=O)cc1	-19	-2	-2	-9	0	-4	-6	0	-10	-3	-13
COc1ccc(NC(C)=O)cc1NC(=O)CSc1nc2ncccc2[nH]1	-7	-26	4	-9	0	8	0	-2	1	6	12
COc1cccc(C(=O)NCCS(=O)(=O)NCc2ccco2)c1	-6	-14	18	12	2	-5	6	12	-12	20	-11
COc1ccc2oc(C(=O)OCC(=O)NC(C)c3ccccc3)c(C)c2c1 (stereo not given)	-13	-5	-24	-32	0	-10	-22	-6	4	8	0
O=C(c1ccc(Cl)cc1)c1cc(-c2ccccn2)c(N2CCOCC2)s1	16	2	20	-7	7	-13	-15	-8	12	16	-1
Cc1cccnc1NCc1ccc(O)c2ncccc12	-8	5	-10	-3	3	-8	3	11	6	12	0
Cc1cc(C)c(S(=O)(=O)N2CCCC(C(=O)NC3CC3)C2)c(C)c1 (stereo not given)	-3	-7	-25	4	-30	3	4	-6	-6	-4	4
O=C(CSc1ccccc1F)NCC(c1cccs1)N1CCOCC1 (stereo not given)	6	-21	9	-1	9	5	1	7	0	4	7
CNc1cc(-c2ccc(CC#N)cc2)ncn1	-14	-57	-91	-35	4	-41	-31	17	/	-58	-35
CC(=O)Nc1ccc(N2C(=O)CC(Sc3nc(C)cc(C)n3)C2=O)cc1 (stereo not given)	-3	-34	1	-7	-4	-14	-3	-4	-11	2	11
CCOC(=O)c1cc2sc(C)cc2n1CCCN1C(=O)c2ccccc2C1=O	5	-31	-2	4	3	5	-1	-2	6	-1	7
CSCCC(NC(=O)c1cccc(S(=O)(=O)N2CCOCC2)c1)C(=O)Nc1ccc(F)cc1 (stereo not given)	-2	17	2	1	17	-17	-2	6	-4	-2	-31
CC[C@H]1CCCCc2ccccc2[C@@H](C(=O)C[C@@H](O)CC(C)=O)OC1=O	-6	-7	-8	-27	-3	-14	-19	0	-4	2	-16
CN(C)Cc1c(-c2ccc(Cl)cc2)nc2ccc(Cl)cn12	-6	5	6	-13	-1	1	37	2	3	3	-3
O=C(COC(=O)/C=C/c1ccc(C(F)(F)F)cc1)NCCC1=CCCCC1	-7	-19	6	-5	-1	-2	1	3	-1	-12	7
CC1Cc2cc(S(=O)(=O)CCC(=O)NCc3ccco3)ccc2N1C(=O)C1CC1 (stereo not given)	-5	-11	10	1	0	3	13	6	-2	-15	-7
CC(=O)c1cccc(NS(=O)(=O)N(C)C)c1	-3	-29	12	7	8	14	6	0	-4	-3	6
O=c1[nH]c(=S)[nH]c2sc3c(c12)CCCCCC3	4	-10	4	11	9	13	13	-10	-1	-8	-7
COc1cc2[nH]c(=S)n(Cc3ccccc3)c(=O)c2cc1OC	-13	19	5	-3	-1	0	-7	-7	12	11	19
Cc1cccc(NC(=O)COC(=O)c2ccc(S(=O)(=O)N3CCCC3)cc2)c1	-3	14	11	-30	-5	-13	-4	-5	-5	-18	4
CC(C)c1ccc(OCC(=O)NN2C(=O)c3ccccc3C2=O)c(Br)c1	2	-14	-6	-21	-20	-17	69*	-3	1	-7	-4
CC(=O)c1cccc(S(=O)(=O)NCCCN2CCOCC2)c1	-2	15	2	-3	-10	-9	15	3	1	2	6
CCCNC(=O)CN1CCN(S(=O)(=O)c2ccc(Br)s2)CC1	-3	-30	-1	-11	-3	-13	4	7	-13	8	-18
COC(=O)c1ccc(CN2CCc3ccc(NC(=O)c4ccncc4)cc3C2)cc1	-6	41	9	-32	0	-5	-22	1	-4	48*	11
CCOc1cc(/C=N/Nc2nnc(C)n2N)ccc1OC(C)=O	0	-12	40	-27	2	-19	-10	-28	-3	-10	7
CCn1cc(Cl)c(C(=O)N2N=C(c3ccc4ccccc4c3)CC2c2ccccc2O)n1 (stereo not given)	0	3	10	-20	18	43	72*	1	-3	2	12
Fc1ccc2nc(C3CCCCN3Cc3nc(CC4CC4)no3)[nH]c2c1 (stereo not given)	-14	8	12	20	2	-12	12	15	-6	-11	17
CCN(C(=O)COC(=O)C1CCN(S(=O)(=O)c2cccs2)CC1)c1ccccc1	-3	4	4	-13	6	13	5	-2	5	-19	19

Not all compounds are listed, so the mix of outcomes need not match the whole.
